Assay outcomes as filed in PubChem BioAssay.
BH1578 lux ind – inducers of Vibrio cholerae quorum light production without autoinducers, primary screen, BH1578 luxS cqsA deficient, single point. V. cholerae BH1578 lux reporter, luminescence, 6 h. activation, % at 18.7 µM. hit rate 0.16% among 350,000. AID 588436, 2011; in the data active = activation mostly above about 9.7%, no sharp cut-off; also: not every result past the cut was called active; inactives centre near 0; reference of the scale not given here
Mtb UGM inh – M. tuberculosis UGM enzyme inhibitors, primary screen, biochemical, fluorescence polarization, single point; AID 504406, 2011; purified UGM, fluorescence polarization probe displacement; hit rate 0.06% among 320,000; inhibition, % at 10 µM; in the data active = inhibition above about 10%, passing the limit was not always enough
GDH-TPI counter – GDH-TPI coupling enzyme inhibitors, primary screen, artefact control for M. tuberculosis FBA inhibitor project, biochemical, absorbance, full deck; hit rate 1.2% among 360,000; AID 588335, 2011; GDH-TPI coupled enzyme counterscreen, NADH absorbance; inhibition, % at 4.8 µM; in the data active = inhibition above about 30%;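 also: 0% = DMSO wells and 100% = wells lacking the enzyme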
MazEF act – activators of E. coli MazEF toxin-antitoxin RNase, primary screen, biochemical, fluorescence, uHTS; Endoribonuclease toxin MazF (Escherichia coli (strain K12)), P0AE70; FAM/BHQ RNA-DNA oligo cleavage fluorescence, 5 h; hit rate 0.32% among 350,000; AID 504720, 2011; activation, % at 20 µM; in the data active = activation above about 50%
Target sequence (P0AE70 whole entry, looked up): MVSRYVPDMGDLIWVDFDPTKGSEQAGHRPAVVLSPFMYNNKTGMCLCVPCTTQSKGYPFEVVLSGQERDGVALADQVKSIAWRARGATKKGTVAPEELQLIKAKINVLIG
Rv3671c inh – Rv3671c serine protease inhibitors, primary screen, biochemical, fluorescence polarization, M. tuberculosis H37Rv. P9WHR9. inhibition, % at 5.96 µM. hit rate 0.048% among 320,000. AID 2606, 2010; in the data active = inhibition above about 38%;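 also: extracellular domain of Rv3671c used as enzyme; 0% = enzyme with DMSO and 100% = no enzyme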
PriA SSB inh – inhibitors of Klebsiella pneumoniae PriA binding to SSB C-terminal tail, primary screen, biochemical, AlphaScreen; AlphaScreen SSBct-PriA binding, biotinylated peptide; inhibition, % at 33 µM; hit rate 0.6% among 430,000; in the data active = inhibition mostly above about 37%, no sharp cut-off; inactive = mostly below about 20%;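 also: plate controls were negative control peptide for no effect and reference peptide for full effect; strong numbers were not always called active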
FBA Mtb inh – Mtb FBA enzyme inhibitors, primary screen, biochemical, fluorescence, strain H37Rv. purified M. tuberculosis FBA, fluorescence read-out. hit rate 2.3% among 360,000. inhibition, % at 1 µM. Fructose-bisphosphate aldolase (Mycobacterium tuberculosis (strain ATCC 25618 / H37Rv)), …; in the data active = inhibition above about 27%;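 also: 0% = vehicle and 100% = reference inhibitor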
Target sequence (P9WQA3 whole entry, looked up): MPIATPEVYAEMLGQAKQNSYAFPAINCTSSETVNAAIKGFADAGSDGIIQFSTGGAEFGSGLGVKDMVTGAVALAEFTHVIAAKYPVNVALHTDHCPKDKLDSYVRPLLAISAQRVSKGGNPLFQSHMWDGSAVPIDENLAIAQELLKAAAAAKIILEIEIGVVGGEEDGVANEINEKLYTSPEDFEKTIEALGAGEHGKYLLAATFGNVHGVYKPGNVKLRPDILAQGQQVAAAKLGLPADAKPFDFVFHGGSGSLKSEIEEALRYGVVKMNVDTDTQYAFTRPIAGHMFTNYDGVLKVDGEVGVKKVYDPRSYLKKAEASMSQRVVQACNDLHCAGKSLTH
3CLpro inhibitor – SARS-CoV 3CLpro protease inhibitors, primary screen, biochemical, quenched FRET; Replicase polyprotein 1ab (Severe acute respiratory syndrome coronavirus), P0C6X7; recombinant SARS-CoV 3CLpro, quenched FRET peptide cleavage; inhibition, % at 6 µM; hit rate 0.14% among 290,000; AID 1706, 2009; in the data active = inhibition above about 12%
Mtb BioA inh – M. tuberculosis BioA enzyme inhibitors, primary screen, biochemical, plate reader, single point, HTS | purified M. tuberculosis BioA enzyme | inhibition, % at 9.99 µM | hit rate 0.096% among 360,000 | AID 602481, 2012; in the data active = inhibition above about 40%
DUSP3 inh – VHR1 phosphatase inhibitors, primary screen, biochemical, absorbance, uHTS | recombinant VHR phosphatase, pNPP absorbance | hit rate 0.52% among 290,000 | Dual specificity protein phosphatase 3 (Homo sapiens), P51452 | inhibition, % at 13.3 µM; in the data active = inhibition above about 50%; also: some compounds called inactive have numbers as strong as hits
Target sequence (P51452 whole entry, looked up): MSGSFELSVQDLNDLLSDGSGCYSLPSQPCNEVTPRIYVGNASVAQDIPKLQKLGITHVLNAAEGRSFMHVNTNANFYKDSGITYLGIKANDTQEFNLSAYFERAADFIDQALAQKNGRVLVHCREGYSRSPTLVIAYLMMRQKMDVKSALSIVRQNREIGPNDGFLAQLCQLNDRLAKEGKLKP
* = called active by the depositor; i = inactive; . = not tested or not shown; & = joins results of further samples. Some of the compounds tested; the hit share may differ from the screen's.

A first look (4 entries):
smiles	PriA SSB inh	FBA Mtb inh	MazEF act	Mtb BioA inh	3CLpro inhibitor	BH1578 lux ind	GDH-TPI counter	DUSP3 inh	Rv3671c inh	Mtb UGM inh
COC(=O)c1[nH]c2ccc(F)cc2c1NS(=O)(=O)c1ccc(OC)cc1OC	-4	2	6	.	2	-2.5	1	14	3	1.7
CCCCn1c(SCC(=O)NC(C)(C)C)nnc1-c1ccco1	-12	-2	7	0.0	0	-3.8	0	24	1	1.1
CC(=O)Nc1cc(C(=O)N2CCCC2)ccc1Sc1ccc(C)cc1	-15	1	-2	-1.7	-3	-0.6	4	8	-1	2.8
O=C1N(Cc2cccc(Cl)c2)C[C@@H]2C[C@@H](c3ccco3)N3CCC[C@@]123	-7	-1	7	-2.1	-3	-0.4	-3	25	2	1.1

This part in full (from the top)
smiles	PriA SSB inh	FBA Mtb inh	MazEF act	Mtb BioA inh	3CLpro inhibitor	BH1578 lux ind	GDH-TPI counter	DUSP3 inh	Rv3671c inh	Mtb UGM inh
COC(=O)c1[nH]c2ccc(F)cc2c1NS(=O)(=O)c1ccc(OC)cc1OC	-4	2	6	.	2	-2.5	1	14	3	1.7
CCCCn1c(SCC(=O)NC(C)(C)C)nnc1-c1ccco1	-12	-2	7	0.0	0	-3.8	0	24	1	1.1
CC(=O)Nc1cc(C(=O)N2CCCC2)ccc1Sc1ccc(C)cc1	-15	1	-2	-1.7	-3	-0.6	4	8	-1	2.8
O=C1N(Cc2cccc(Cl)c2)C[C@@H]2C[C@@H](c3ccco3)N3CCC[C@@]123	-7	-1	7	-2.1	-3	-0.4	-3	25	2	1.1
COc1ccc(NC(=O)COC(=O)Cc2ccsc2)c(OC)c1	2	2	-18	-5.2	.	i	13	.	-1	-0.5
O=C1OC(c2ccc(Cl)cc2)=N/C1=C\C=C\c1ccco1	-3	2	-4	.	6	0.2	17	17	7	-1.7
O=C(CN(c1cccc([N+](=O)[O-])c1)S(=O)(=O)c1ccccc1)NCc1ccccc1	16	-1	-4	-1.5	-2	-0.2	1	-15	-4	0.2
Cc1cc(Nc2ccc(Br)cc2)nc(-c2ccccc2O)n1	-58	0	4	-1.0	2	i	-1	-12	-40	-0.8
O=C(NC1CCCCC1)N1CCN(S(=O)(=O)c2ccc(F)cc2)CC1	-13	3	4	3.0	2	-0.4	4	-4	-2	-0.4
Cc1ccc(C(=O)N(C)c2nnc(-c3ccncc3)s2)cc1	0	2	-2	.	0	-0.8	4	42	7	-1.9
CN(CCNC(=O)c1c[nH]c2c1ccc1ccccc12)CCNC(=O)c1c[nH]c2c1ccc1ccccc12	-1	30*	-34	.	.	i	22	.	.	.
O=C1c2cccc3cccc(c23)N1CN1CCN(c2ccccn2)CC1	-15	7	2	1.3	-4	i	10	36	-3	0.5
CCOc1ccc(NS(=O)(=O)c2ccc3c(c2)CCN3C(=O)CCC(=O)O)cc1	-14	-3	9	0.8	3	i	-1	26	-6	-5.2
Cc1cccc(S(=O)(=O)Nc2ccc3c(c2)OCCO3)c1	-17	0	8	.	5	-0.4	-8	0	-3	1.2
CSCC[C@H](NS(=O)(=O)c1ccc(C)cc1)C(=O)N1CCC(C(=O)N[C@@H](C)C(=O)O)CC1	-10	3	1	-0.5	4	-0.5	5	13	-4	0.7
CC(=O)c1ccc(N(C(=O)c2csnn2)C(C(=O)NC2CCCC2)c2ccccc2)cc1 (centres undefined)	0	-1	0	-1.0	1	-3.8	0	17	4	2.6
Cc1ccc(NCc2nnc(SCC(N)=O)o2)c(C)c1	5	-1	5	.	1	-0.3	-3	-4	1	2.4
CC(=O)NN1C(=O)/C(=C2/Sc3ccc(Cl)cc3N2C)SC1=S	-1	5	-12	6.2	-1	-8.3	7	.	-17	2.2
COc1cccc(C2/C(=C(/O)c3ccc4c(c3)CC(C)O4)C(=O)C(=O)N2CC2CCCO2)c1 (centres undefined)	.	-1	4	-0.9	-2	-0.7	26	6	.	-0.9
COc1ccc(Cl)cc1N(CC(=O)N1CCCCC1)S(C)(=O)=O	0	-4	-6	.	-3	i	-6	-17	2	2.0
Cc1ccc(-c2cc(-c3nnc(SCC(=O)N(C)CCC#N)n3N)c3ccccc3n2)cc1	-5	22	1	1.6	3	i	11	42	1	1.0
CCN(CC)c1ccc(/C=C(/C#N)c2nc3ccccc3[nH]2)c(OC(C)C)c1	-5	-21	-450	-2.6	6	1.0	16	10	-19	0.0
COc1ccc(N2CCN(C(=O)c3cc(-c4cccs4)nc4ccccc34)CC2)cc1	9	2	-2	.	-1	-0.2	12	10	-3	0.5
O=C(Oc1ccc(OC(=O)N2CCCCC2)cc1)c1ccccc1	-13	2	-9	-0.2	-4	1.5	13	20	-7	1.9
O=C(c1nc2ccccc2s1)N1CCN(c2ccccn2)CC1	-17	-4	-13	4.4	-5	i	2	14	-4	2.0
O=C(COC(=O)C1(c2cccc(F)c2)CCCC1)NCc1ccc2c(c1)OCO2	-6	0	-4	1.0	4	-0.7	-2	19	-3	.
CC(Cc1cccs1)NC(=O)c1cccc(Cl)c1 (centres undefined)	-21	2	2	-0.9	-1	-0.3	5	7	4	-1.7
COCCNC(=O)C(c1ccc(C)o1)N(Cc1ccc(F)cc1)C(=O)Cn1nnc2ccccc21 (centres undefined)	1	1	-6	-0.2	-8	i	-3	-18	-9	1.7
C[n+]1ccc(C(=O)N/N=C/c2ccco2)cc1	.	1	4	1.3	7	-0.2	12	5	-9	-1.7
CC(C)CC(=O)NNC(=S)Nc1ccc(S(N)(=O)=O)cc1	7	3	6	2.2	-3	0.8	12	1	-10	-1.3
CCc1cc2c(SCC(=O)N(C)C3CCS(=O)(=O)C3)ncnc2s1 (centres undefined)	-7	7	5	0.2	-2	-0.4	-14	18	10	0.3
COc1ccc([C@H]2[C@H](C(=O)C(C)(C)C)N3N=Cc4ccccc4C3[C@]23N=C(c2ccccc2)OC3=O)cc1OC (some centres undefined)	-4	1	-10	-1.5	-3	-0.2	1	24	-7	1.2
CC(=O)Nc1ccc(NC(=O)CNS(=O)(=O)c2ccc(C)cc2)cc1	-18	0	-6	.	2	-3.2	3	3	-14	-2.1
CCN(CC)c1ccc(NC(=O)COc2ccccc2C#N)cc1S(=O)(=O)Nc1ccccc1OC	11	-3	-8	0.2	1	0.6	4	4	-50	1.8
O=C(NC(=S)Nc1ncccn1)c1ccccc1Cl	-12&-6	-2	5	.	2	2.7	7	4	-2	0.9
O=C(CC1C(=O)NCCN1Cc1ccc(F)cc1)NC1CCCCCCC1 (centres undefined)	-6	0	-5	1.9	-2	-0.2	-7	-5	-16	-0.7
COc1cc(OC)cc(C(=O)NCC(=O)N2CC=C(c3ccccc3)CC2)c1	-8	6	1	.	.	-1.4	4	.	.	.
CCOC(=O)C1(Cc2cccc(Cl)c2)CCCN(C(=O)C2CC2)C1 (centres undefined)	3	0	7	-10	5	-0.2	5	22	-9	1.8
COc1ccccc1/C=C/CN1CCCC(CCC(=O)NCc2ccc(F)c(F)c2)C1 (centres undefined)	6	-4	-1	.	-4	i	-4	21	-4	0.5
COc1ccc(OCCCC(=O)Nc2cccc(SC)c2)cc1	-26	-5	-1	.	-1	-0.4	5	13	-3	1.0

Some entries already given, limited to MazEF act, DUSP3 inh and FBA Mtb inh:
Compound	MazEF act	DUSP3 inh	FBA Mtb inh
CCN(CC)c1ccc(NC(=O)COc2ccccc2C#N)cc1S(=O)(=O)Nc1ccccc1OC	-8	4	-3
CC(=O)Nc1ccc(NC(=O)CNS(=O)(=O)c2ccc(C)cc2)cc1	-6	3	0
O=C(CC1C(=O)NCCN1Cc1ccc(F)cc1)NC1CCCCCCC1 (centres undefined)	-5	-5	0
COc1ccc([C@H]2[C@H](C(=O)C(C)(C)C)N3N=Cc4ccccc4C3[C@]23N=C(c2ccccc2)OC3=O)cc1OC (some centres undefined)	-10	24	1
COc1ccc(OCCCC(=O)Nc2cccc(SC)c2)cc1	-1	13	-5

New compounds follow:
smiles	PriA SSB inh	FBA Mtb inh	MazEF act	Mtb BioA inh	3CLpro inhibitor	BH1578 lux ind	GDH-TPI counter	DUSP3 inh	Rv3671c inh	Mtb UGM inh
COCc1cc(S(=O)c2ccc(Cl)cc2)nc(C)n1 (centres undefined)	6	1	2	.	3	-0.5	0	17	.	.
C=CCNC(=O)COc1ccc(S(=O)(=O)N2CCCC2)cc1	-7	3	3	.	2	-0.6	5	5	-5	-2.4
CCCC(=O)Nc1ccccc1N1CCN(C(=O)C(C)C)CC1	-10	2	6	-2.1	2	-0.4	1	2	1	0.3
CCC(CC)C(=O)c1c[nH]c(C(=O)NCc2ccc(F)cc2)c1	-11	0	2	-0.6	0	-1.1	4	.	5	0.0
CCC(=O)NCCn1ccc2ccccc21	-1	0	20	0.2	-4	i	-3	-2	2	1.3
CC(=O)Nc1ccc(/C=N/N2C(=O)NC(C)(c3ccc(OC(F)F)cc3)C2=O)cc1 (centres undefined)	.	4	4	.	1	0.7	-14	18	1	3.3
CN1C(=O)c2ccccc2NC(=O)C1Cc1ccccc1 (centres undefined)	0	3	-1	-0.5	-1	-0.6	-1	7	-8	-1.0
